# All columns: NCI-60 one-dose screen, growth in % after 48 h at 10 µM unless noted; 100 = growth as untreated, 0 = no growth, -100 = all killed.
# HL-60(TB): HL-60(TB) leukemia cells. AID 1794776. 9% of 78,000 active; active = growth percent below 10
# An asterisk follows results filed as active. The list is partial (hit frequency here may not be typical).
1) O=C1C(=O)N(c2ccc(C(=O)O)cc2)C(c2ccccc2)/C1=C(/O)c1ccccc1 (stereo unspecified)
  HL-60(TB): 98

2) CCC1CCc2nc3sc(C(=O)Nc4cccc(C)c4)c(N)c3cc2C1 (stereo unspecified)
  HL-60(TB): 56

3) O=C(O)c1ccccc1C(=O)Nc1ccccc1Cl
  HL-60(TB): 99

4) O=[N+]([O-])c1ccc2c(c1)/C(=N\O)c1cc(F)ccc1-2
  HL-60(TB): 85

5) CCCCn1c(=O)c(C2=NC(c3ccc(F)cc3)=C2)cc2ccc(Cl)cc21
  HL-60(TB): 99

6) O=C1OCCN1/N=C/c1ccco1
  HL-60(TB): 92

7) CCOC(=O)C1=C(CC(C)(C)O)NC(=O)NC1c1ccccc1 (stereo unspecified)
  HL-60(TB): 81

8) Cc1noc(C)c1-c1ccc2nc(NC(=O)[C@H]3CCN(C#N)C3)cn2c1
  HL-60(TB): 96

9) Cc1cc(=O)oc2cc(OCCCCOc3ccc(/C=C/C(=O)Nc4ccc(Br)cc4)cc3)ccc12
  HL-60(TB): 91

10) O=C(Nc1cccc(F)c1)c1c(O)[nH]c(=S)[nH]c1=O
  HL-60(TB): 94

11) COC(=O)c1c(C(=O)OC)c2ccc3c4ncccc4ccc3n2c1C(=O)c1ccc(C)cc1
  HL-60(TB): 92

12) CC1OC(=O)c2cc3ccccc3nc21 (stereo unspecified)
  HL-60(TB): 91

13) CCC[CH2][Sn]([CH2]CCC)([CH2]CCC)[O]c1ccc(Cl)cc1Cl
  HL-60(TB): -24*

14) N#CC(CC(=O)c1ccccc1)c1ccc(Cl)cc1 (stereo unspecified)
  HL-60(TB): 95

15) CCCC[C@@H]1C[C@@H]2Cc3ccc4ccccc4c3N1O2
  HL-60(TB): 105

16) C#Cc1nc(/C=C\CCCCCCC(=O)NO)cs1
  HL-60(TB): -54*

17) O=C(Nc1ccc(NC2=NCCN2)cc1)c1ccc(C(=O)Nc2ccc(NC3=NCCN3)cc2)cc1
  HL-60(TB): 72

18) COc1cc2nc(-c3ccco3)cc(OCCCN3CCC(O)CC3)c2cc1OC
  HL-60(TB): 88

19) CCN(CC)CCC(CNc1c(C)cnc2cc(Cl)ccc12)c1ccc(Cl)cc1 (stereo unspecified)
  HL-60(TB): 53

20) O=C1CSC(=S)N1
  HL-60(TB): 112

21) O=C(O)C(=O)Cc1ccccc1
  HL-60(TB): 111

22) CN(C)CC/C=C1/c2ccccc2COc2ccccc21
  HL-60(TB): 119

23) N=c1scc(-c2ccc(Cl)cc2)n1CC(=O)N1CCN(c2ccccc2)CC1
  HL-60(TB): 90

24) Cc1cccc(-c2nc(Nc3ccccc3S(N)(=O)=O)c3ccccc3n2)c1
  HL-60(TB): 97

25) C/C(Cc1ccc(Cl)cc1)=C(\c1ccc(OCCN2CCOCC2)cc1)c1ccc(OC(=O)C2CCCCC2)cc1
  HL-60(TB): 96

26) O=c1c2sc3ncccc3c2nnn1-c1cccc(Cl)c1
  HL-60(TB): 134

27) COc1ccc(C=NNc2nc(SCC(=O)Nc3nc4ccc(C)cc4s3)nc(-c3ccccc3)c2C#N)cc1
  HL-60(TB): 98

28) N#Cc1ccc(-c2ccc(N)c(NC(=O)N3Cc4cc(CN5CCCC5)cnc4C3)n2)cc1
  HL-60(TB): 96

29) COc1ccc(/C=C(\C#N)c2ccc([N+](=O)[O-])cc2)c2ccccc12
  HL-60(TB): 85

30) Oc1ccc(Cl)cc1Sc1cc(Cl)ccc1O
  HL-60(TB): 82

31) CCOC(=O)c1c(C)oc2ncnc(N3CCN(CC(=O)Nc4ccc(C)cc4)CC3)c12
  HL-60(TB): 99

32) CS(=O)(=O)Oc1ccc(NC(=O)C23CC4CC(CC(C4)C2)C3)cc1
  HL-60(TB): 94

33) CCC(=O)c1ccc(OC)c(F)c1
  HL-60(TB): 95

34) CN(C)CCCOc1ccc2c(c1)CN(C(=O)c1cc(C(=O)N3Cc4cccc(F)c4C3)ccc1O)C2
  HL-60(TB): 107

35) NCCC[C@H](N)C(=O)O
  HL-60(TB): 111

36) Cc1ncc(NS(=O)(=O)c2ccc(N)cc2)nc1C
  HL-60(TB): 103

37) CCn1cc(-c2ccnc(NCCNS(=O)(=O)c3ccccc3)c2)c(-c2cccc(OC)c2)n1
  HL-60(TB): 103

38) O=C(NCc1ccccc1)Nc1ncccc1OCc1cccc(Cl)c1
  HL-60(TB): 93

39) NC1C2CN(c3cnc(C(=O)Nc4cc(F)cc5cccnc45)cn3)CC12 (stereo unspecified)
  HL-60(TB): 31

40) COc1nc2ccc(OCc3ccccc3)cc2cc1-c1nc2c(cnn2-c2ccccc2)c(=O)[nH]1
  HL-60(TB): 94

41) CCN(C(=O)c1cc2ccccc2[nH]1)[C@H]1CCC[C@@H](NCc2ccc(OC)cc2)C1
  HL-60(TB): 117

42) NCCCNC1CCCCC1
  HL-60(TB): 106

43) C[N+]1(C)CCCC1c1cccnc1 (stereo unspecified)
  HL-60(TB): 117

44) Nn1c(NN=Cc2cc(-c3ccccc3)cs2)n[nH]c1=S
  HL-60(TB): 137

45) COc1cc(-c2nc(N=Nc3c(O)[nH]c4ccc(Br)cc34)[nH]c(=O)c2C#N)cc(OC)c1OC
  HL-60(TB): 101

46) Cc1ccc(Cl)cc1N1C(=O)CC(Sc2ccccc2N)C1=O (stereo unspecified)
  HL-60(TB): 110

47) COc1ccc(C(=O)/C=C/Nc2cccc(S(N)(=O)=O)c2)cc1
  HL-60(TB): 101

48) N#Cc1c(-c2ccc(F)cc2)nc(SCc2ccc(F)cc2)nc1N1CCN(c2ccccc2)CC1
  HL-60(TB): 106

49) Nc1c(Cl)cc(C(=O)O)cc1Cl
  HL-60(TB): 85

50) COc1cc(N2C(=O)C=CC2=O)ccc1N1C(=O)C=CC1=O
  HL-60(TB): 83

51) COc1cc2ncnc(Nc3ccc(O)cc3)c2cc1OC
  HL-60(TB): 84

52) Cc1ccccc1C(=O)NC1CCCCC1
  HL-60(TB): 95

53) NC(=O)N1N=C(c2ccc(Cl)cc2)CC1c1cn(-c2ccccc2)nc1-c1ccc(F)cc1 (stereo unspecified)
  HL-60(TB): 87

54) O=C(O)/C=C/C(=O)Nc1ccc(C(=O)O)cc1
  HL-60(TB): 108

55) CCOC(=O)NCCCCCCl
  HL-60(TB): 89

56) COc1ccc(C2Nc3ncnc(N)c3N=C3c4ccccc4C(=O)C32)cc1 (stereo unspecified)
  HL-60(TB): 59

57) COc1cc(-c2c(NC(C)(C)C)nc3c(OCCc4ccccc4)cccn23)cc(OC)c1OC
  HL-60(TB): 43

58) COc1ccc(/C=c2\[nH]c3nc4c(c(-c5ccccc5)cn4-c4ccccc4)c(=N)n3c2=O)cc1
  HL-60(TB): 87

59) O=C1CC2C(/C=N/NC(=O)c3ccncc3)C(C[C@@H]2Cl)O1 (stereo partly specified)
  HL-60(TB): 92

60) CC1(Cc2ccccc2)CC2=C(C(=O)O1)C(c1ccccc1)NC(=O)N2 (stereo unspecified)
  HL-60(TB): -25*

61) O=c1[nH]c(NCCc2cc3cc(F)ccc3[nH]2)nc2sc3c(c12)CCCC3
  HL-60(TB): 66

62) CNC(=O)c1ccc([N+](=O)[O-])cc1
  HL-60(TB): 106

63) C#CCN1C(=O)c2cccc3c(/C=C/CN4C(=O)c5cccc6cccc(c56)C4=O)ccc(c23)C1=O
  HL-60(TB): 103

64) COc1ccc(C2=Nc3c(N)nc(N)nc3NC(c3ccc(Oc4nc(NCCO)nc(N5CCOCC5)n4)c(OC)c3)C2)cc1 (stereo unspecified)
  HL-60(TB): 92

65) OC(COc1cccc2ccccc12)CN1CCCCC1 (stereo unspecified)
  HL-60(TB): 61

66) COc1ccc(S(=O)(=O)NCCCNc2nccc(-c3[nH]c(-c4ccccc4)nc3-c3ccc(F)c(O)c3)n2)cc1
  HL-60(TB): 128

67) CCCCCCCCCCCC(=O)[O][Sn]([CH2]CCC)([CH2]CCC)[CH2]CCC
  HL-60(TB): -44*

68) COc1cc(-c2nn(-c3ccc(NC(=O)c4cc(Cl)cc(Cl)c4)cc3)cc2-c2ccncc2)ccc1Cl
  HL-60(TB): 41

69) Cc1ccccc1CO
  HL-60(TB): 103

70) CC1C2=C(Nc3ccccc3N1C(=O)C1CCC1)C(C)(C)N(C)C2=O (stereo unspecified)
  HL-60(TB): 106

71) COc1cc(/C=C2\C(=O)OC[C@@H]2Cc2ccc3c(c2)OCO3)ccc1O
  HL-60(TB): 102

72) OCCNC(c1ccc(Cl)cc1)C(O)c1ccc(Cl)cc1 (stereo unspecified)
  HL-60(TB): 71

73) CCC(N)=O
  HL-60(TB): 95

74) COc1ccc(N2c3ccccc3C(=O)OC23OC(=O)c2ccccc23)cc1 (stereo unspecified)
  HL-60(TB): 88

75) CCN(CC)c1ccc(C=O)c(OCc2cn(CC(=O)Nc3ccc(Cl)cc3Cl)nn2)c1
  HL-60(TB): 105

76) COc1ccc(C2N(c3cc(OC)c(OC)c(OC)c3)C(=O)C2(F)F)cc1F (stereo unspecified)
  HL-60(TB): 0.9*

77) CCCCC(CC)CNCCOC(=O)c1ccc([N+](=O)[O-])cc1 (stereo unspecified)
  HL-60(TB): 87

78) CCN(CC)Cc1cc(C=C2C(=O)NC(=O)NC2=O)cc(OC)c1O
  HL-60(TB): 104

79) O=C(Nc1ccc(Cl)cc1)OCCN1CCOCC1
  HL-60(TB): 79

80) CN(C)CC/C=C1\c2ccccc2Sc2ccc(Cl)cc21
  HL-60(TB): 94

81) CCC(=O)Oc1ccc2c(c1)CC[C@@H]1[C@@H]2CC[C@]2(C)C[C@H](OC(=O)CC)C[C@@H]12
  HL-60(TB): 31

82) Clc1ccc2c(NCCCNC3CCCCC3)ccnc2c1
  HL-60(TB): 96

83) Cc1ccc(/C=C/C2CC(F)CCO2)cc1 (stereo unspecified)
  HL-60(TB): 86

84) CCCCCCN(CCCCCC)CC(=O)c1ccc2cc(Cl)c3ccccc3c2c1
  HL-60(TB): 86

85) Cc1ccc(S(=O)(=O)c2nc(S(=O)(=O)c3ccc(C)cc3)c(N3CCC(O)CC3)s2)cc1
  HL-60(TB): 36

86) COc1ccc(/C=C(/C(=O)c2ccccc2)S(=O)(=O)c2ccc(C)cc2)cc1
  HL-60(TB): 100

87) CCC(C)[C@H](NC(=S)Nc1cc(C(F)(F)F)cc(C(F)(F)F)c1)C(=O)N1CCC[C@H]1C(=O)N1CCC[C@H]1C(=O)OC (stereo partly specified)
  HL-60(TB): 46

88) Cc1ccc2c(c1)/C(=N/c1nnc(Sc3ccccc3)s1)C(=O)N2
  HL-60(TB): 93

89) Cn1cc(-c2cc(N)n3nc(-c4cn(C)c5ccc(Cl)cc45)cc3n2)c2cc(Cl)ccc21
  HL-60(TB): 31

90) COc1cc(N2C(=O)[C@H](Cl)C2c2ccc(SC)cc2)cc(OC)c1OC (stereo partly specified)
  HL-60(TB): -36*

91) COCCn1cc(-c2nc(-c3cn(CCOC)c4ncccc34)cs2)c2cc(F)ccc21
  HL-60(TB): 98

92) COc1cc2c(cc1OC)C(=O)/C(=C/c1cccc(OCC(=O)c3ccccc3)c1)C2
  HL-60(TB): 90

93) N#Cc1c(-c2ccc(F)cc2)nc(N=Nc2c(O)[nH]c3ccc(Br)cc23)[nH]c1=O
  HL-60(TB): 103

94) c1ccc(Nc2nc(-c3ccccc3)c[se]2)cc1
  HL-60(TB): 102

95) c1ccc(-c2nc(N3CCOCC3)c3c4c(sc3n2)CCCCCC4)nc1
  HL-60(TB): 68

96) O=C(O)c1ccc(-c2nn(-c3ccc(C(=O)O)cc3)cc2/C=N/NC(=O)c2ccc(O)cc2)cc1
  HL-60(TB): 107

97) C[C@H]1[C@H](C)CC[C@]2(C(=O)N3CCN(C)CC3)CC[C@]3(C)C(=CC[C@@H]4[C@@]5(C)C/C(=C/c6cccnc6)C(=O)C(C)(C)[C@@H]5CC[C@]43C)[C@H]12
  HL-60(TB): -54*

98) COc1ccc(/C=C2\CN(C)CC3C2=NN(CCO)C3c2ccc(OC)cc2)cc1 (stereo unspecified)
  HL-60(TB): 105

99) CCOC(=O)C(C#N)C(c1ccc2c(c1)OCO2)N(CCO)CCO (stereo unspecified)
  HL-60(TB): 91

100) O=C1c2ccccc2CN1C12CCC3CC(CC(O)(C3)C1)C2 (stereo unspecified)
  HL-60(TB): 136

101) O=C(CCCn1c(=O)c2sc3ccccc3c2n2nnc(-c3ccccc3)c12)NCCc1cnc[nH]1
  HL-60(TB): 83

102) Cc1cnc(SCc2ccc(Cl)cc2)[nH]c1=O
  HL-60(TB): 96

103) COC(CCCl)(CCCl)OC
  HL-60(TB): 100

104) O=C(NN1C(=O)CSC1c1ccc(Cl)cc1)c1[nH]c2ccc(F)cc2c1-c1ccccc1 (stereo unspecified)
  HL-60(TB): 36
